AGP1-GFP MLPCN: alters AGP1-GFP fluorescence in TOR pathway yeast screen | S. cerevisiae AGP1-GFP multiplex flow cytometry, 3 h; GFP as percent of DMSO wells | GFP response vs DMSO, % at 10 µM | hit rate 0.02% among 320,000;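 active = GFP response relative to DMSO above a set limit, near screen average plus 3 SD, cut at about 150% in these data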;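 also: median GFP channel fluorescence of the gated AGP1 strain per well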
Fam108B inh: Fam108B inhibition, counter-screen for RBBP9 inhibitors. recombinant Fam108B, FP-Rh probe fluorescence polarization. inhibition, % at 9.51 µM. hit rate 0.33% among 300,000;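 active = inhibition above the screen mean inhibition plus 3 SD, computed separately per campaign, cut at about 18% in these data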;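 also: inhibitors lower polarization as less probe binds the enzyme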
GLD-1 RNA inh: GLD-1-TGE RNA interaction inhibition (C. elegans) | Q17339 | purified GLD-1 + fluorescein TGE RNA, fluorescence polarization | inhibition, % at 5.96 µM | hit rate 0.44% among 320,000;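 active = percent inhibition above a per-plate cutoff, the plate mean of test compounds plus 3 SD, cut at about 30% in these data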;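 also: 0% = DMSO wells with GLD-1 and probe and 100% = wells lacking GLD-1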
Bcl-xL primary: inhibitors of human Bcl-xL; hit rate 0.7% among 320,000; Q07817; GST-Bcl-xL / FITC-Bim BH3 peptide fluorescence polarization; inhibition, % at 10.9 µM;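 active = inhibition above the mean of all tested compounds plus 3 SD, cutoff set per campaign, cut at about 30% in these data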;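 also: 0% = DMSO wells and 100% = unlabeled Bim-BH3 peptide competitor; inhibitors lower millipolarization by displacing the labeled peptide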
GRK2 inh: inhibitors of human GRK2 displacing RNA aptamer. P25098. AID 488847. bead flow cytometry, FAM-aptamer displacement from GRK2. hit rate 0.59% among 330,000. inhibition of aptamer binding, % at 10 µM;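 active = inhibition of aptamer binding above 40%, roughly 3 SD of noise, on plates passing a quality check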;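 also: median bead fluorescence of bound FAM aptamer so fluorescent compounds give negative values; no value below 0 was filed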
Target sequence (P25098 whole entry, looked up): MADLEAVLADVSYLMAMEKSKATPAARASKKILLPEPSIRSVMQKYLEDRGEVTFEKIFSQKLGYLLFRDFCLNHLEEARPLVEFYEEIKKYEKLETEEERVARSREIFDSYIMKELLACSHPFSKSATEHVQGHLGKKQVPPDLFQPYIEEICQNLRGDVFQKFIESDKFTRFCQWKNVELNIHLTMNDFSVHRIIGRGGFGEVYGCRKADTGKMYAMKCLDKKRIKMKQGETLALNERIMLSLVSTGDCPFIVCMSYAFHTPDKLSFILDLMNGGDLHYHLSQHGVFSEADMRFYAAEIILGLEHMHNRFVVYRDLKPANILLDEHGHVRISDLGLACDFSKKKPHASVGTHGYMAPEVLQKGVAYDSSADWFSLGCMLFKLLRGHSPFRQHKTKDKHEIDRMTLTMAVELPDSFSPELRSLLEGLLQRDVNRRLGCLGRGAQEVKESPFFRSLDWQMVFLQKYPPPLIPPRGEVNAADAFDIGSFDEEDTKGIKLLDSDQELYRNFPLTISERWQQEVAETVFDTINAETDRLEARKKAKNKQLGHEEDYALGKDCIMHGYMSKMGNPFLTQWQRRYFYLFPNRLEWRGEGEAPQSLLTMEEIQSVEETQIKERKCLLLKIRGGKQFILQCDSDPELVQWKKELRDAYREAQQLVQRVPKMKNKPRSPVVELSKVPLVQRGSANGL
VLA-4 inh: inhibition in a human VLA-4 binding assay. P13612. VLA-4 expressing cells, ligand binding flow cytometry. inhibition, % (about 7 µM as worked out from the volumes in the protocol). hit rate 0.2% among 330,000; in the data active = inhibition above about 50%
MCL1-BIM inh: MCL1-BIM-BH3 interaction inhibition (human). Q07820. GST-MCL1 / FITC-Bim-BH3 fluorescence polarization. inhibition, % at 10.9 µM. hit rate 0.68% among 320,000;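 active = inhibition above the mean inhibition of all tested compounds plus 3 SD, set per campaign, cut at about 40% in these data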;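 also: 0% = DMSO wells and 100% = unlabeled Bim-BH3 peptide control; higher means more loss of mP so more displacement of Bim peptide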
MEX-5 binding: C. elegans MEX-5 TCR-2 RNA binding activity | AID 1832 | MEX-5/FITC-TCR2 RNA binding, fluorescence polarization; active compounds read low | hit rate 0.38% among 300,000 | Q9XUB2 | activity score (negative = inhibition of binding), % at 10 µM;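 active = inhibition past about -25% in most replicates, and total fluorescence under double the plate's negative control median, limit read from the data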;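 also: 0% = DMSO and -100% = 5 µM competing unlabeled TCR2 RNA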
CIT2-GFP yeast: modulators of TOR pathway CIT2-GFP in S. cerevisiae | S. cerevisiae CIT2-GFP strain, flow cytometry, 3 h; 100 means same as DMSO wells | GFP response vs DMSO, % at 10 µM | hit rate 0.065% among 320,000 | AID 2029;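 active = GFP response relative to DMSO above a set limit, near the screen mean plus 3 SD, cut at about 150% in these data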;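 also: ratio of well median GFP fluorescence to mean of DMSO wells on the plate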
Numbers without * were called inactive; . = no result given.

1: Cc1nnsc1NC(=O)OCc1ccccc1Cl
2: CCOc1ccc2[nH]c(=O)c(CN(Cc3ccco3)C(=O)c3cccc(F)c3)cc2c1
3: CN1CCN(S(=O)(=O)c2ccc3c(c2)CC(=O)N3C)CC1
4: CCOC(=O)COc1ccc(Br)cc1/C=C/c1[nH]c(=O)[nH]c(=O)c1[N+](=O)[O-]
5: CC(C)OCCCN1C=C2C(=O)C(C)(OC(=O)CCc3ccccc3)C(=O)C=C2C=C1c1ccc(C#N)cc1 (centres undefined)
6: O=C(O)CCCC(=O)NNc1nc(-c2ccccc2)c2cc(Cl)ccc2n1
7: Cc1ccc(OCCC(=O)Nc2ccc(S(=O)(=O)Nc3cc(C)nc(C)n3)cc2)cc1
8: CCCCCc1n[nH]c2c1CCCC2
entry no.	1	2	3	4	5	6	7	8
GRK2 inh	0	1	0	1	6	0	0	0
CIT2-GFP yeast	98	96	110	111	94	94	102	93
MCL1-BIM inh	0	-3	-3	10	23	7	-5	-5
AGP1-GFP MLPCN	98	99	97	105	99	97	105	101
Bcl-xL primary	5	-2	6	6	25	4	3	0
GLD-1 RNA inh	-3	-7	4	-5	11	2	2	1
Fam108B inh	0	1	-3	-2	6	-2	-3	-2
VLA-4 inh	3	6	6	0	26	2	-6	12
MEX-5 binding	-3.2	-0.4	-0.8	-1.3	-8.6	-20	1.8	-1.3

9: Cc1ccc(C(=O)CN(C(=O)c2ccc(Cl)c(Cl)c2)N2C(=O)C3C4C=CC(C4)C3C2=O)cc1 (centres undefined)
10: CCCCCCCCNC(=O)c1cccnc1SCC(=O)Nc1ccc(OC)cc1OC
11: CCOC(=O)c1ccc(NC(=O)c2nc[nH]c2C(=O)N2CCN(c3ccccc3)CC2)cc1
12: Cc1nc(C(=O)NC2CCOCC2)sc1C1(C)CC(c2cccc([N+](=O)[O-])c2)=NO1 (centres undefined)
13: CCN(C(=O)COC(=O)c1cnc(C)cn1)c1c(N)n(Cc2ccccc2)c(=O)[nH]c1=O
14: CS(=O)Cc1cc(Oc2ccccc2)nc(-c2ccncc2)n1 (centres undefined)
15: NS(=O)(=O)c1ccc(CCNC(=O)CCS(=O)(=O)c2ccc(Br)cc2)cc1
16: O=c1[nH]c(N/N=C/c2ccccc2Br)nnc1-c1ccccc1
entry no.	9	10	11	12	13	14	15	16
GRK2 inh	0	1	1	1	0	3	87*	0
CIT2-GFP yeast	97	105	92	104	99	112	90	94
MCL1-BIM inh	1	9	-1	-5	5	4	.	-1
AGP1-GFP MLPCN	100	91	84	109	104	98	95	100
Bcl-xL primary	4	6	-1	3	4	4	.	-2
GLD-1 RNA inh	2	6	-3	-5	-2	2	.	5
Fam108B inh	-6	-2	-1	-2	.	9	.	7
VLA-4 inh	0	15	-10	3	3	-10	20	18
MEX-5 binding	-1.7	-0.1	-0.3	1.6	.	0.4	0.7	0.4

17: COc1ccc2[nH]c3c(=O)n(Cc4ccc(C(=O)N5CCCC5)cc4)c(=S)[nH]c3c2c1
18: O=C(NCc1nc2ccccc2[nH]1)C1=C[C@H](C2CC2)C[C@H](OCCCCO)O1
19: O=C(Oc1ccccc1N1C(=O)C2CC=CCC2C1=O)c1ccc(Br)cc1 (centres undefined)
20: Cc1ccc(/C=C/S(=O)(=O)NCC(=O)OCC(=O)Nc2c(F)cccc2F)cc1
21: O=C1c2cccnc2C(=O)N1c1cccc([N+](=O)[O-])c1
22: COc1ccccc1/C=N\N=C(\N)c1ccccn1
23: CCCc1cc(=O)oc2cc(OCc3ccc(C(=O)O)o3)ccc12
24: CCCSCCCNC(=O)CC1Oc2ccccc2NC1=O (centres undefined)
entry no.	17	18	19	20	21	22	23	24
GRK2 inh	6	1	2	0	1	0	19	6
CIT2-GFP yeast	113	69	81	101	111	107	106	97
MCL1-BIM inh	-14	-3	5	-20	-1	9	1	-1
AGP1-GFP MLPCN	107	81	82	103	101	99	103	96
Bcl-xL primary	-22	-1	4	-15	-4	-2	4	2
GLD-1 RNA inh	-4	6	2	-3	4	4	2	-2
Fam108B inh	2	1	0	3	-3	0	0	1
VLA-4 inh	-11	9	6	-1	-6	6	0	7
MEX-5 binding	-0.1	2.3	1.0	2.4	0.7	-2.8	0.9	-0.9

25: CC(NC(=O)C(NS(=O)(=O)c1cccc2nsnc12)C(C)C)c1ccccc1 (centres undefined)
26: Cc1c(CC(=O)O)c(=O)oc2cc(OCc3ccc(F)cc3Cl)ccc12
27: Cc1ccc(C(=O)c2ccccc2C(=O)Nc2ccccc2)cc1
28: Cc1ccc2nc(-c3ccncc3)cc(C(=O)Nc3ccc(F)cc3C)c2c1
29: Cc1c(C2(O)CCCCC2)[nH]c2cnccc12
30: CSc1sc(C(=O)NNC(=O)c2ccc(Cl)cc2)c2c1C=CCC2
31: COc1ccc(C(=O)/C=C/Nc2cc(C)on2)c(OC)c1
32: CS(=O)(=O)Cc1cc(N2CCCC2)nc(-c2ccccc2)n1
entry no.	25	26	27	28	29	30	31	32
GRK2 inh	2	0	22	0	0	1	0	3
CIT2-GFP yeast	103	100	82	108	98	96	97	108
MCL1-BIM inh	9	4	-5	-1	-13	7	6	2
AGP1-GFP MLPCN	104	95	85	103	94	106	99	107
Bcl-xL primary	4	7	-5	7	-5	0	4	0
GLD-1 RNA inh	-3	-5	3	5	1	4	-3	2
Fam108B inh	2	1	-3	1	.	-6	-1	2
VLA-4 inh	0	-1	34	4	-3	21	12	2
MEX-5 binding	-0.5	1.9	-0.6	3.0	.	0.2	0.1	-2.1

33: Cc1cc(=O)[nH]c(-c2ccccc2)n1
34: C/C(=N\NC(=O)CC(C)C)c1ccc(Cl)c(Cl)c1
35: C=CCn1c(SCc2ccccc2F)nc2cc(C(=O)O)ccc2c1=O
36: CC(=O)NCCOc1nc(N(C)C)nc(N2CCOCC2)n1
37: Cc1ccc(C)c(C(=O)CCC(=O)N2CCN(c3cccc(C(F)(F)F)c3)CC2)c1
38: CC(C)CC1NC2(C(=O)N(C)c3ccccc32)C2C(=O)N(C(C)C)C(=O)C12 (centres undefined)
39: O=C(NC(=S)Nc1ccccc1[N+](=O)[O-])c1ccccc1
40: O=C(NCc1ccccc1)c1ccc2c(=O)[nH]c3c(C(=O)NCC4CCCO4)sc(=S)n3c2c1 (centres undefined)
entry no.	33	34	35	36	37	38	39	40
GRK2 inh	1	0	1	0	0	3	0	2
CIT2-GFP yeast	.	102	100	91	89	91	96	114
MCL1-BIM inh	4	1	0	-4	2	-3	5	13
AGP1-GFP MLPCN	102	97	108	94	94	95	92	112
Bcl-xL primary	1	7	7	0	2	0	7	8
GLD-1 RNA inh	7	2	0	6	0	-2	1	-11
Fam108B inh	2	3	-3	3	.	-2	3	34*
VLA-4 inh	-23	-14	2	-2	-6	4	-2	0
MEX-5 binding	-0.5	1.6	-1.2	-1.5	.	0.2	1.4	-0.8

41: O=C(O)CCC(=O)Nc1ccc2c(c1)Cc1cc(NC(=O)CCC(=O)O)ccc1-2
42: CC1CCCCN1CC(=O)c1c(N)n(Cc2ccccc2)c(=O)n(C)c1=O (centres undefined)
43: Cc1ccccc1CSc1n[nH]c(NS(=O)(=O)c2ccccc2)n1
44: CCCCNC(=O)CC1N=C2c3ccccc3N=C(SCC(=O)Nc3ccc(OC)cc3)N2C1=O (centres undefined)
45: COc1ccc(/C=N/Nc2snc(SC)c2C#N)cc1OC
46: O=C(Cn1nnc2c(cnn2-c2ccccc2)c1=O)N1CCN(c2ccccc2F)CC1
47: COc1ccc(N2C(=O)CSC23C(=O)Nc2ccccc23)cc1 (centres undefined)
entry no.	41	42	43	44	45	46	47
GRK2 inh	0	0	1	0	0	5	1
CIT2-GFP yeast	102	102	104	100	112	81	109
MCL1-BIM inh	1	-2	3	4	4	2	4
AGP1-GFP MLPCN	101	98	104	.	109	81	106
Bcl-xL primary	7	-3	3	6	2	4	12
GLD-1 RNA inh	-4	-1	-4	-2	2	9	-2
Fam108B inh	-6	2	11	-7	11	-2	-6
VLA-4 inh	-1	-2	4	-5	-5	5	-2
MEX-5 binding	-0.2	.	-0.7	-1.6	-1.2	-2.7	2.6
